tim10-1 inh: growth inhibitors of tim10-1 mutant yeast, primary screen, luminescence, uHTS; S. cerevisiae tim10-1 ts strain growth, BacTiter-Glo, 24 h; AID 463190, 2010; inhibition, % at 20 µM; 2.2% of 330,000 active;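 active means inhibition of at least 40%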;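 further: mutant grown at 25 °C; 0% = DMSO wells with yeast and 100% = wells holding no yeast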
UPR XBP1 act: activators of adaptive XBP1 UPR arm, primary screen, cell-based, CHO-XBP1 luciferase reporter, luminescence, uHTS. IRE1-XBP1 UPR activation; percent of tunicamycin response, DMSO as zero. activation, % at 20 µM. 0.33% of 330,000 active;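 active means versus positive control, 20 µM dose yields 30% or more activation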;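 further: 100% = tunicamycin at 10 µg/mL and 0% = DMSO only wells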
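Test system: CHO-XBP1 luciferase reporter cells | Buffer or medium: Serum-containing F12 medium, 10% FBS | Schedule: 6 h compound exposure at 37 °C, 5% CO2 | Detection: Steady-Glo luciferase glow luminescence, 10 min after reagent addition | Read-out basis: Activation, % of tunicamycin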
TIM10 inh: growth inhibitors of isogenic TIM10 control yeast, primary screen, counter-screen for tim10-1 yeast inhibitor project, luminescence, uHTS. S. cerevisiae TIM10 strain growth, BacTiter-Glo luminescence, 24 h. inhibition, % at 10 µM. 1.4% of 330,000 active;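 active means inhibition of 40% or more at the single tested concentration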;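 further: wild-type TIM10 isogenic control strain grown at permissive 25 °C; 0% = DMSO yeast wells and 100% = minimal medium wells without yeast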
697 NFkB inh: inhibitors of PMA/ionomycin-induced NF-kB reporter, 697 cells, primary screen, B-cell NF-kB inhibitor project, cell-based, luminescence, uHTS | 697 B-cell NF-kB luciferase reporter, 16 h | inhibition, % at 4 µM | 0.33% of 330,000 active | AID 435022, 2010; in the data active means inhibition above about 35%
CHOP UPR activ: activators of apoptotic CHOP UPR arm, primary screen, cell-based, CHO-CHOP luciferase reporter, luminescence, uHTS. activation, % at 10 µM. AID 449763, 2010. UPR activation; percent of tunicamycin response over DMSO baseline. 0.34% of 330,000 active;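 active means at 10 µM dose, activation of 40% or more, normalized to positive control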;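 further: 100% = tunicamycin at 10 µg/mL and 0% = DMSO alone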
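assay system = CHO CHOP reporter cells | amount = 500 CHO-CHOP cells per well | buffer or medium = F12 with 10% FBS | incubation = 16-18 h cell attachment, then 6 h compound exposure, 37 °C | detection = luminescence read with Steady-Glo | read-out = percent activation relative to tunicamycin control | controls = tunicamycin high control, DMSO low control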
Jurkat NFkB inh: inhibitors of induced NF-kB luciferase reporter, primary screen, TCR NF-kB activation inhibitor project, cell-based, luminescence, uHTS; Jurkat, PMA/ionomycin-induced NF-kB luciferase reporter; inhibition, % at 4 µM; 0.53% of 330,000 active; AID 435003, 2010; in the data active means inhibition above about 50%
Mdm2 MdmX PPI: inhibitors of human Mdm2-MdmX association, primary screen, cell-based, luminescence, split luciferase, SaOS-2, uHTS. Protein Mdm4 (Homo sapiens) + E3 ubiquitin-protein ligase Mdm2 (Homo sapiens), …. SaOS-2 split-luciferase Mdm2/MdmX complementation. inhibition, % at 8 µM. 3% of 330,000 active. AID 485346, 2010;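 active means inhibition of at least 50% at 8 µM in the primary screen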
Target sequence (O15151 whole entry, looked up): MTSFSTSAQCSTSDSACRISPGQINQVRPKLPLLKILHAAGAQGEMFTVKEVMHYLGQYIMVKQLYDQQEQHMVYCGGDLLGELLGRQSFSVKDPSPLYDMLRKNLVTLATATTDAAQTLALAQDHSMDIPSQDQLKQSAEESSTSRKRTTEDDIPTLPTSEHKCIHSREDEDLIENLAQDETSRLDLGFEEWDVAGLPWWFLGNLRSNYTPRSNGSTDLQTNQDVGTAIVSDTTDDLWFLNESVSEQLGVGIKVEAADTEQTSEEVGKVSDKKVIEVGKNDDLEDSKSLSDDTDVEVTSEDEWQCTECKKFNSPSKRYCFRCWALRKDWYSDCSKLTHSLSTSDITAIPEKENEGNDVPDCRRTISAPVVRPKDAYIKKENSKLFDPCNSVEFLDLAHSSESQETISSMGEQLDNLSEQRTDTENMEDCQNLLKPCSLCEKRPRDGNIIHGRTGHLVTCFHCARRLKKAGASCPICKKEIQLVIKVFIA
Target sequence (Q00987 whole entry, looked up): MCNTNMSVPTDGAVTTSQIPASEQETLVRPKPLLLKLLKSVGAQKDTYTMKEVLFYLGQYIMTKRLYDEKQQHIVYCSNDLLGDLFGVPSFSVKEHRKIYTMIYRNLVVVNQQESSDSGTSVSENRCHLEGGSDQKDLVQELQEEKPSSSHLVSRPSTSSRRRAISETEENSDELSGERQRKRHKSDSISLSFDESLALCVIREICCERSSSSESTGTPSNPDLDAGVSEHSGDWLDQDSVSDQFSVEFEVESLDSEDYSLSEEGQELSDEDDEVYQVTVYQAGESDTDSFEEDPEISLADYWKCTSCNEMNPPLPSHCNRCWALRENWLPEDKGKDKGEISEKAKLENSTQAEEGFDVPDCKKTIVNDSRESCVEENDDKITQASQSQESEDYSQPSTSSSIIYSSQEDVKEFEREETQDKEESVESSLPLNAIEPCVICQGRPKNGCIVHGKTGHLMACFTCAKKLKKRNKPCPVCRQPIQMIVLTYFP
tim23-1 inh: growth inhibitors of tim23-1 mutant yeast, primary screen, luminescence, uHTS; S. cerevisiae tim23-1 growth, BacTiter-Glo luminescence, 24 h; inhibition, % at 20 µM; 1.3% of 330,000 active;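 active means growth inhibition of the mutant yeast at or above 50%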;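 further: temperature-sensitive mutant grown at 25 °C; plate controls were DMSO-treated mutant yeast for no effect and medium wells lacking yeast for full effect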
* = called active by the depositor. The list is partial, so the mix of outcomes need not match the whole.

Start of the data: the first seven entries (preview)
SMILES	tim10-1 inh	UPR XBP1 act	TIM10 inh	697 NFkB inh	CHOP UPR activ	Jurkat NFkB inh	Mdm2 MdmX PPI	tim23-1 inh
O=c1[nH]c(=S)n(C2CCCCC2)c(O)c1/C=N/N1CCOCC1	25	2	9	1	-0.4	4	13	23
CC(C)Oc1ccc(CC2(CCc3ccncc3)C(=O)NC(=O)NC2=O)cc1	3	-1	-3	9	1.2	-4	14	21
COC(=O)C1=C(c2ccc(Cl)c(C(F)(F)F)c2)C[C@@H]2CC[C@H]1N2C(=O)NC1CC1	1	-2	-2	2	2.7	7	1	3
O=[N+]([O-])c1cccc2c([As](=O)(O)O)cccc12	1	6	-14	8	-1.2	-3	-16	0
CN1CCN(c2ccc(S(=O)(=O)C(F)(F)F)cc2[N+](=O)[O-])CC1	6	2	9	10	2.7	-10	-19	9
CN1CCN(c2ncnc3nc[nH]c23)CC1	-8	1	1	0	-1.9	0	31	-6
Cc1cccc(C)c1OP(N)(=O)Oc1c(C)cccc1C	32	-2	17	12	0.6	6	15	35

This part in full, from the first entry:
SMILES	tim10-1 inh	UPR XBP1 act	TIM10 inh	697 NFkB inh	CHOP UPR activ	Jurkat NFkB inh	Mdm2 MdmX PPI	tim23-1 inh
O=c1[nH]c(=S)n(C2CCCCC2)c(O)c1/C=N/N1CCOCC1	25	2	9	1	-0.4	4	13	23
CC(C)Oc1ccc(CC2(CCc3ccncc3)C(=O)NC(=O)NC2=O)cc1	3	-1	-3	9	1.2	-4	14	21
COC(=O)C1=C(c2ccc(Cl)c(C(F)(F)F)c2)C[C@@H]2CC[C@H]1N2C(=O)NC1CC1	1	-2	-2	2	2.7	7	1	3
O=[N+]([O-])c1cccc2c([As](=O)(O)O)cccc12	1	6	-14	8	-1.2	-3	-16	0
CN1CCN(c2ccc(S(=O)(=O)C(F)(F)F)cc2[N+](=O)[O-])CC1	6	2	9	10	2.7	-10	-19	9
CN1CCN(c2ncnc3nc[nH]c23)CC1	-8	1	1	0	-1.9	0	31	-6
Cc1cccc(C)c1OP(N)(=O)Oc1c(C)cccc1C	32	-2	17	12	0.6	6	15	35
CC1(C)N(O)C2CCCCC2N1O (configuration not stated)	-7	1	-16	-7	-0.6	4	15	-4
COC(=O)C(O)(c1ccc(NC(=S)NC(=O)c2ccc(Cl)cc2Cl)c(C)c1)C(F)(F)F (configuration not stated)	53*	0	23	-23	0.0	0	19	59*
CN1CCC(=O)N(CCN=[N+]=[N-])CC1	9	-2	14	17	0.6	19	5	9
CSc1ccc(C(=O)C(C)(C)N2CCOCC2)cc1	13	-4	6	4	-1.0	-1	4	25
Cn1c(O)c(C=NCCN2CCOCC2)c(=O)[nH]c1=S	0	3	8	16	-1.2	-7	-5	12
O=C(O)c1ccc(N=Cc2c(O)[nH]c(=O)[nH]c2=O)cc1	13	-4	-13	13	-1.6	1	14	-7
CCN(CC)CCC(=O)O[C@H]1CC[C@]2(C)C3CC[C@@]4(C)C(CC[C@]4(C)O)C3CC[C@H]2C1 (some centres not stated)	7	-4	4	-2	-0.7	-5	4	7
CC1CCC(NCC(O)c2ccccc2)CC1 (configuration not stated)	16	1	-21	1	-0.2	-1	10	-3
CCOC(=O)CNC(=O)CSP(=S)(OCC)OCC	14	-2	-13	12	-0.4	-7	19	7
Cn1c(CN2CCN(C(=O)COc3ccccc3)CC2)nc2cc([N+](=O)[O-])ccc21	6	-3	-2	-2	-0.4	3	19	-19
N/C(=N\[N+](=O)[O-])N1CCN(C(=O)OC2CCCC2)CC1	5	-5	3	11	1.6	3	-12	13
COC(=O)C1=C(c2cc3ccccc3o2)C[C@@H]2CC[C@H]1N2C(=O)NC1CCCCC1	12	-1	21	-5	-1.8	8	-3	25
c1ccc2c(CN3CCCCC3)c[nH]c2c1	9	-1	16	15	-0.2	7	21	5
CCCCn1c(O)c(C(C)=NCCCN(C)C)c(=O)[nH]c1=O	-18	-1	5	-11	0.4	3	6	3
O=C(c1ccc(N2CCCCC2)c([N+](=O)[O-])c1)N1CCC2(CC1)OCCO2	13	-2	15	9	0.7	2	15	13
Cc1ccc(-n2c(C)nc3cc(Cl)ccc3c2=O)nc1	9	-3	-14	-11	1.9	-14	-5	5
Cc1ccc(-c2nn(CCC#N)cc2C(=O)O)cc1C	-12	-2	-6	5	0.1	3	-10	5
O=c1[nH]c(=O)n(CCc2ccc(F)cc2)c(O)c1C=NCCCN1CCOCC1	7	-2	-3	22	1.5	0	25	15
CCC(C)n1c(O)c(C=NC(C)c2ccccc2)c(=O)[nH]c1=S (configuration not stated)	18	-6	3	8	2.6	0	16	32
CC1(C)C(C(=O)N2CCN(C(=O)c3ccccc3)CC2)C1(C)C	6	-5	7	2	0.4	6	-6	6
O=C(c1ccco1)C12CN3CN(CN(C3)C1)C2	2	-2	-3	33	1.2	0	-8	-9
CC(C)CN(C(=O)CN1CC=C(c2ccccc2)CC1)c1c(N)n(CC(C)C)c(=O)[nH]c1=O	10	-2	-1	13	-0.2	0	-1	19
Cc1cc(N)n(C2CCN(C)CC2)n1	3	-4	9	-29	-0.1	-18	-1	23
C[C@H]1CCCC(=O)CCCCCc2cc(O)cc(O)c2C(=O)O1	9	-9	9	-20	1.3	-6	38	29
COc1cccc(CC(=O)N2CCN(Cc3cccc(Cl)c3)CC2)c1	29	0	18	-30	-1.5	-6	-2	35
COc1cc(/C=C2\C(=O)NC(=O)N(CCc3ccc(F)cc3)C2=O)ccc1O	27	-1	2	16	2.5	8	11	1
CC(/C=C(\C)Nc1ccccc1)=Nc1ccccc1	-13	-1	-11	-15	0.0	4	9	-6
NC(Cc1ccccc1)c1nc2ccccc2[nH]1 (configuration not stated)	27	-1	8	-45	-1.6	-34	-22	20
O=C(Cc1ccccc1)N1CCN(C2CCCCCC2)CC1	-2	-2	10	11	-0.8	4	-15	4
CCC(C(=O)Nc1ccc(Cl)cc1)N1CCCC1=O (configuration not stated)	8	4	11	3	-1.1	14	13	9
CN1[C@H]2CC[C@@H]1C(C(=O)N1CCOCC1)=C(O)C2	19	2	-1	10	0.6	-18	16	-11
COC(=O)C1=C(c2cccc3c2S(=O)(=O)c2ccccc2-3)C[C@@H]2CC[C@H]1N2C(=O)N1CCOCC1	3	1	14	12	0.0	-12	28	8
COC(=O)C1=C(c2cccc(OC)c2OC)C[C@@H]2CC[C@H]1N2C(=O)N1CCCCC1	22	-1	1	12	-0.4	7	-3	37
CN(C)CC1CSCCC1(O)c1ccccc1Cl (configuration not stated)	2	0	-7	-1	11	12	19	-9
Cn1c(O)c(C=NC2CCN(Cc3ccccc3)CC2)c(=O)n(C)c1=O	5	-3	-5	7	-2.7	-11	7	10
CCc1ccc(OCC(=O)N2CCN(CC(=O)Nc3ccccc3Cl)CC2)cc1	13	-2	10	-5	-0.1	14	-5	28
O=C1NC(=O)C(=Cc2cccc(OCCOc3ccccc3)c2)C(=O)N1	4	-2	13	-97	0.9	-9	-5	22
NC1=Nc2ccccc2Oc2ccccc21	-2	-3	2	14	-0.6	6	7	8
CCc1ccc(C(=O)C23CN4CN(CN(C4)C2)C3)cc1	-2	1	-3	20	-0.4	1	18	-5
CCCCn1c(O)c(C(C)=NCCc2c[nH]c3ccccc23)c(=O)[nH]c1=O	13	-2	20	-11	0.7	-5	40	21
OC1(c2ccccc2)CCNC2CCCCC21 (configuration not stated)	7	-3	0	-5	0.2	-6	17	-4
COc1ccc(N2C(=O)CC(N3CCC(n4c(=O)[nH]c5ccccc54)CC3)C2=O)cc1 (configuration not stated)	24	0	11	3	-0.1	1	3	21
CCCCCn1c(N)c(C(=O)NCc2cccs2)c2nc3ccccc3nc21	35	2	21	-13	-2.6	7	25	28
Nc1c(Cl)cc([N+](=O)[O-])cc1Cl	17	-4	5	11	1.8	21	12	19
CSc1ncc(Cl)c(C(=O)O)n1	-1	-3	-9	15	-3.0	9	9	-19
Cc1cccc(N2C(=O)NC(=O)/C(=C\c3cnc(-c4ccccc4)nc3)C2=O)c1	7	0	14	21	0.7	-1	13	12
O=c1[nH]c(=O)n(C2CCCCC2)c(O)c1/C=C/C=Nc1ccccc1	12	2	6	-1	0.8	-5	23	8
C/C(O)=C(\C#N)C(=O)Nc1cc(Br)ccc1Br	15	-5	13	11	-2.5	-10	-6	-3
FC(F)(F)c1ccc2c(c1)NP(=S)(N1CCOCC1)c1nccn1-2 (configuration not stated)	7	-1	9	14	1.6	11	19	11
Cc1ccc(CC2C(=O)N(C)C(=O)N(C)C2=O)s1	1	-2	-4	2	0.8	2	17	-2
Oc1ccc(/C=N/NP(=S)(c2ccccc2)c2ccccc2)c(O)c1O	37	-1	-5	1	-1.7	3	14	16
CCOC(=O)N(c1ccccc1)P1(=S)OCC(C)O1 (configuration not stated)	50*	-2	-20	6	3.5	0	3	7
O=c1[nH]cc(COCC(F)(F)C(F)(F)C(F)(F)F)c(=O)[nH]1	7	1	10	3	-1.0	4	-15	9
The listing continues.
SMILES	tim10-1 inh	UPR XBP1 act	TIM10 inh	697 NFkB inh	CHOP UPR activ	Jurkat NFkB inh	Mdm2 MdmX PPI	tim23-1 inh
O=C(Cc1ccccc1)N1CCN(Cc2ccccc2Cl)CC1	24	2	1	-20	1.6	-8	-59	22
CCOC(=O)c1ccc(N=C(CC)c2c(O)n(C)c(=O)n(C)c2=O)cc1	-12	-3	-1	2	-0.1	0	15	8
ClC1C(Cl)C(Cl)C(Cl)C(Cl)C1Cl (configuration not stated)	1	-5	4	-11	-0.1	6	-2	-7
CN1CCN(c2ccc([N+](=O)[O-])c(N3CCCCC3)c2)CC1	11	0	5	5	0.7	-15	9	1
COc1cc(C)c(CNCCc2c[nH]c3ccccc23)cc1C	24	-2	15	-15	0.8	15	64*	6
COc1cc(/C=N/n2cnnc2)ccc1OC(=O)N(C)C	10	-1	18	-1	3.0	2	-9	12
CCCC(=O)Nc1cc(C(=O)N2CCC3(CC2)OCCO3)ccc1S(=O)(=O)c1ccc(C)cc1	6	-3	2	0	1.7	8	-19	5
Nc1ccc(CCN2CCN(c3cccc(C(F)(F)F)c3)CC2)cc1	-10	-3	-7	-11	-0.5	60*	13	22
CCCN(CC1CC1)CC(O)c1ccccc1 (configuration not stated)	12	3	-1	3	0.6	6	-1	-2
CC(C)OCCCNC(=O)c1c(N)n(CC2CCCO2)c2nc3ccccc3nc12 (configuration not stated)	29	1	18	13	0.5	-3	35	30
COC(=O)C1=C(c2cccc(OC)c2OC)C[C@@H]2CC[C@H]1N2C(=O)NCc1ccccc1	16	-2	4	7	0.4	13	1	15
CCN1CCN(c2nc3ccccc3s2)CC1	-3	1	-23	-59	4.5	-122	20	0
CN1CCN(/N=C/c2c(O)n(C)c(=O)n(C)c2=O)CC1	-5	-4	4	12	-1.0	-10	-1	-3
CCCCn1c(O)c(C(C)=NCCCN(CC)CC)c(=O)[nH]c1=O	14	1	-1	-12	1.0	-2	-12	16
COc1cc2[nH]c(=O)n(-c3ccccc3)c(=O)c2cc1OC	-1	-2	4	27	-0.3	-11	-21	9
CN1CCN(c2c(N)c(=O)oc3ccccc23)CC1	1	-2	0	5	-1.6	0	18	2
Cc1nn(Cc2ccccc2)c(C)c1C(=O)NCc1ccccc1F	16	-3	11	7	-0.5	1	16	20
CCc1c(C)nc(N)nc1N1N=C1SC(C(C)=O)C(C)=O	3	0	3	-2	-0.8	8	0	-1

High-throughput results deposited in PubChem BioAssay by Sanford-Burnham Center for Chemical Genomics.
